# Bioassay records as filed in PubChem.
# Pf growth 48h = P. falciparum growth inhibition at 48 hours (one generation); AID 504832; Potency, µM (highest dose often 28.7 µM), for inactives: at the highest dose activity change, negative = inhibition, hits mostly inhibitors; actives 5.9% (n = 310,000); P. falciparum luciferase growth in erythrocytes, 48 h; further: potency means the concentration at half of the fitted maximal effect; on the % scale 0 is the no-effect control and ±100 the full control effect
#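 Erythrocytes infected with P. falciparum carrying an integrated firefly luciferase reporter (2% hematocrit, 0.1% parasitemia final) were exposed to compounds in RPMI 1640 with 0.5% Albumax at 37 C, 5% CO2. Growth inhibition was scored as reduced luminescence.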
# TbPYK inhibitor = inhibitors of Trypanosoma brucei pyruvate kinase. Q57TT1. TbPYK enzyme, Kinase-Glo Plus ATP luminescence, 45 min. Potency, µM (series often up to 76.8 µM), for inactives: at the highest dose activity, negative = inhibition, usual class: inhibitors. actives 0.12% (n = 410,000); further: potency means the concentration at half of the fitted maximal effect; on the % scale 0 is the no-effect control and ±100 the full control effect; nearly all actives have a fitted effect of over 50% in size
#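 TbPYK + substrate in 50 mM TEA pH 7.2, 100 mM KCl, 10 mM MgCl2, 0.05% BSA, 0.01% Tween-20; cpd pinned; ADP 130 uM final; 45 min RT; Kinase-Glo Plus 10 min; luminescence endpoint.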
# AMA1-RON2 inh = inhibitors of Plasmodium falciparum AMA1-RON2 interaction; AlphaScreen AMA1-biotinylated RON2 peptide binding; Potency, µM (top dose mostly 58.2 µM), for the others: at the highest dose activity change, negative = inhibition, actives largely listed as inhibitors; actives 0.2% (n = 360,000); AID 720542;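 further: potency means the concentration at half of the fitted maximal effect; 0% = vehicle wells and -100% = peptide control; nearly all actives have a fitted effect of over 45% in size; some results filed as inactive show a strong effect at the top dose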
#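 AMA1 (3D7) with his tag at 25 nM final met compounds first, then biotinylated RON2 peptide at 25 nM; detection used donor plus acceptor beads, 10 µg/mL apiece, read by AlphaScreen after 30 min at room temperature.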
# Pf growth 96h = P. falciparum growth inhibition at 96 hours | Potency, µM (highest dose often 28.7 µM), for inactives: top-dose activity change, negative = inhibition, hits mostly inhibitors | actives 6.9% (n = 320,000) | P. falciparum luciferase reporter growth, 96 h; further: potency means the concentration at half of the fitted maximal effect; on the % scale 0 is the no-effect control and ±100 the full control effect
#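 Erythrocytes infected with luciferase-expressing P. falciparum were dispensed at 2% hematocrit and 0.05% parasitemia (final), then incubated with compounds 96 hours at 37 C in 5% CO2. Luminescence after detection reagent addition reported growth.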
# Shiga inhibitor = inhibitors of Shiga toxin in Vero cells | AID 2315 | Vero cells, Shiga toxin protein synthesis inhibition reporter | inhibition, % at 38.7 µM | actives 9.2% (n = 290,000); in the data active means inhibition mostly above about 28%, no sharp cut-off; inactive means mostly below about 43%; further: 0% is about no effect
# CHX counter = affects cycloheximide protein synthesis inhibition readout, counter-screen; max response, %; actives 12% (n = 300,000); cell reporter, cycloheximide protein synthesis inhibition counterscreen; in the data active means max response mostly above about 13%, no sharp cut-off; inactive means mostly below about 14%; further: read at 38.3 µM for the half of the compounds with a filed dose; 0% is about no effect
# LmPK inh = inhibitors of Leishmania mexicana pyruvate kinase | purified LmPK, Kinase-Glo ATP luminescence, 1 h | Potency, µM (top dose mostly 57.5 µM), inactives show top-dose activity change, negative = inhibition, most hits filed as inhibitors | actives 0.37% (n = 290,000); further: potency means the concentration at half of the fitted maximal effect; on the % scale 0 is the no-effect control and ±100 the full control effect
# Target sequence (Q27686 whole entry, looked up): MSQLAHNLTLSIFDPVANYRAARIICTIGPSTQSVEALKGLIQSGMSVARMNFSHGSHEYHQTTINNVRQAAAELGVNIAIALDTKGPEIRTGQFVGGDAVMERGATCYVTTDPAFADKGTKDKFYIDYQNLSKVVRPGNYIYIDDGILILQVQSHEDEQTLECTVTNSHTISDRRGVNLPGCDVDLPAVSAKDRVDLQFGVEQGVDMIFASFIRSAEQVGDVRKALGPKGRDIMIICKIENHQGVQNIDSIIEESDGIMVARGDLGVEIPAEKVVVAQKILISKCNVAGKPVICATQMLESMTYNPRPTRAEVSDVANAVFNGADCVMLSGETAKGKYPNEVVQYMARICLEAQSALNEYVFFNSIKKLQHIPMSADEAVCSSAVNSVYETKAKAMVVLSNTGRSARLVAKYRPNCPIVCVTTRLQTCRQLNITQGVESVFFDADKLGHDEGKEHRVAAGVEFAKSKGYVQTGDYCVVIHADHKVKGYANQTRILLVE
#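 Purified LmPK (0.1 nM) with 0.5 mM PEP and 0.1 mM ADP in imidazole buffer pH 7.2 with MgCl2/KCl, 1 h at room temperature. ATP formed was read by luciferase luminescence and normalized to no-enzyme and uninhibited controls.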
# * hit, by the source's call; ? = inconclusive; · = not tested or not shown; [ ] = dose if it differs, or a comment. Unless noted, the call rests on the fitted dose curve; in most records, active means well fitted curve in the direction sought with a large enough effect; inconclusive means small, poorly fitted or top-dose-only effect, or another doubt; inactive means no such curve, though single readings can be large; an effect the other way counts as inactive or inconclusive.
SMILES,Pf growth 48h,TbPYK inhibitor,AMA1-RON2 inh,Pf growth 96h,Shiga inhibitor,CHX counter,LmPK inh
COc1ccc(-c2nn(-c3ccccc3)cc2/C=N/NC(=O)c2cccc(S(=O)(=O)Nc3ccccc3Cl)c2)cc1,9.3µM*,-2%,44%[activator],2.9µM*,22,16,4%
CC(=O)Nc1c(C(=O)NCc2ccccc2)nnn1Cc1ccccc1,2%,4%,6%,3%,-6,-3,-1%
Cc1c(NC(=O)COC(=O)CSc2ccc(C(N)=O)cc2[N+](=O)[O-])c(=O)n(-c2ccccc2)n1C,10%,-6%,0%,-17%,-13,5,-3%
Cc1c(C(=O)OC2CCC(C)CC2)[nH]c2c1C(=O)CCC2 (configuration not stated),-18%,1%,-11%,2%,76*,43*,-2%
CCCCCOC(=O)C1=C(C)NC(=O)NC1c1ccc(OC)cc1 (configuration not stated),21%,-2%,-15%,92%[activator],-11,1,5%
O=C(Nc1ccccc1N1CCCCC1)C1CC(=O)N(c2ccccc2F)C1 (configuration not stated),?,-7%,7%,?,·,·,·
CNC(=S)Nc1ccc([N+](=O)[O-])c(C)c1,18%,-11%,1%,73%[activator][5.75 µM],30,1,3%
Cc1ccc2nsnc2c1-n1c(C)nc2ccccc2c1=O,-14%,4%,5%,-1%,-11,11,7%
Cc1cc(=O)oc2cc(OCC(=O)NCc3ccccn3)ccc12,?,-1%,0%,?,-12,-2,1%
COc1ccc(NC(=O)CN2CCN(S(=O)(=O)c3cccs3)CC2)cc1Cl,?,-3%,0%,12µM*,·,·,·
COc1ccc(C2CC(=O)c3cnc(N4CCc5ccccc54)nc3C2)c(OC)c1 (configuration not stated),12%,·,·,47%[activator],2,-1,6%
CCOc1ccc2[nH]c(C(=O)N/N=C/c3ccc(OC)cc3)cc2c1,-20%,-7%,42%[activator],-20%,10,-1,-2%
O=C(Nc1nnc(-c2ccccn2)o1)c1cccc(Cl)c1,22%,3%,48%[activator],67%[activator],17,15,7%[11.5 µM]
COCCNC(=O)C(c1ccc(F)cc1)N(Cc1ccco1)C(=O)CCC(=O)Nc1ccccn1 (configuration not stated),5%,3%,3%,?,-5,-3,6%
Cc1cc(C)n(-c2ccc(C(=O)OCC(=O)Nc3ccccc3[N+](=O)[O-])cc2)n1,21%,0%,-9%,17%,-6,-6,-1%
O=C1/C(=C/c2ccccn2)SC(=S)N1NS(=O)(=O)c1ccccc1,-9%,-5%,3%,20%,45,12,0%
Cn1c(=O)n(C)c2cc(S(=O)(=O)NCCOCCO)ccc21,·,-2%,-3%,?,2,-6,2%
O=C(CCn1c(SCC(=O)NCc2ccco2)nc2ccccc2c1=O)NCCc1ccccc1,3%,-3%,13%,·,-13,-4,3%
O=C(NCc1nnc2n1CCCCC2)c1ccc(Cl)cc1Cl,19%,-1%,5%,·,-18,-3,-6%
O=C(CCC(=O)N1CCN(S(=O)(=O)c2ccccc2)CC1)NC1CCCc2ccccc21 (configuration not stated),?,1%,-1%,0%,-11,-2,0%
Cc1c2cn[nH]c(=O)c2c(C)n1Cc1ccc(F)cc1,12µM*,6%,-4%,?,-3,-1,1%
CCOc1ccccc1N1CCN(C(=O)c2cc(-c3cccnc3)nc3c(Cl)cccc23)CC1,3.3µM*,2%,11%,4%,-2,-3,2%
COc1ccc(S(=O)(=O)Cc2ccc(C(=O)N3CCN(Cc4ccccc4)CC3)o2)cc1,-21%,-1%,-3%,20%,-5,5,-2%
COC(=O)/C=C(\C)NC(=O)c1cccs1,0%,1%,5%,0%,28,-4,7%
CCOC(=O)C1CCN(S(=O)(=O)c2ccccc2)CC1,18%,0%,10%,34%[activator],-4,-6,7%
CC(C)c1cc(C(=O)N2CCCC(CCC(=O)N3CCN(c4ccccn4)CC3)C2)no1 (configuration not stated),?,3%,7%,?,18,-1,4%
CC(=O)NC(=O)NC(C)Cc1ccccc1 (configuration not stated),-6%,3%,-6%,36%[activator],-17,2,0%
O=[N+]([O-])c1c(NCCCO)cc(Sc2nc3ccccc3s2)c2nonc12,0%,-10%,-20%,34%[activator],2,3,-4%
CCOC(=O)c1c(NC(=O)CN2CCN(C(=O)c3ccco3)CC2)sc2c1CCCC2,3.7µM*,-2%,3%,115%[activator],13,0,5%
Cc1oc2nc(SCC(=O)NCc3cccnc3)nc(N)c2c1C,-11%,3%,9%,28%,-9,-2,-5%
CCc1ccc(Nc2nnc(SCC(=O)c3ccc4c(c3)NC(=O)CO4)s2)cc1,-9%,·,·,-27%,32,20*,2%
S=C(Nc1ccccc1)Nc1ccc(Cl)cc1Cl,65%[activator],3%,15%,88%[activator],139*,29*,3%
O=C(O)CCSc1nnc(-c2ccccc2)n1-c1ccccc1,0%,-4%,-7%,-7%,-12,-3,2%
CCCNC(=O)CN(c1ccc(F)c(Cl)c1)S(C)(=O)=O,-2%,3%,0%,·,-9,-2,-6%
CC(C)N1CCN(Cc2cccc([N+](=O)[O-])c2)CC1,8%,10%,-8%,14%,10,5,-10%
COCCNC(=O)Cn1ccc2cc(S(=O)(=O)N3CCCCC3)ccc21,22%,-6%,-6%,76%[activator],-6,-6,2%
C=CCn1c(O)c(N=Nc2nc3ccccc3c(=O)n2-c2ccccc2)c2ccccc21,13%,1%,-33%,?,-7,1,-1%
O=C(COC(=O)C1C2CC3OC(=O)C1C3C2)Nc1ccc(F)cc1 (configuration not stated),-5%,1%,8%,-1%,34,-4,-7%
O=C1CCC(C(=O)N2CCCCO2)CN1CCc1ccccc1 (configuration not stated),27%,-1%,-3%,?,81*,42*,-3%
CCCCCCOC(=O)Sc1nc2ccccc2o1,·,·,20%,78%[activator],43*,29*,3%
N=c1sccn1CC(=O)Nc1ccc(S(=O)(=O)N2CCOCC2)cc1,0%,0%,6%,?,-13,-4,1%
O=[N+]([O-])c1ccc(NC(=S)N2CCCC2)cc1,2%,-4%,-28%,-12%,17,-1,-1%
Cc1nn(-c2ccccc2)c2c1C(c1ccc3c(c1)OCO3)SCC(=O)N2 (configuration not stated),·,3%,15%,5%,-14,0,-5%
Cc1cc(C)c(SCCc2ccncc2)c(C)c1,?,-5%,13%,10µM*,-4,1,-2%
Nc1ccn(Cc2ccc(F)cc2)n1,11%,1%,-7%,4%,-20,5,-1%

# Single records (already shown). Values in the order: Pf growth 48h | TbPYK inhibitor | AMA1-RON2 inh | Pf growth 96h | Shiga inhibitor | CHX counter | LmPK inh
# O=C(COC(=O)C1C2CC3OC(=O)C1C3C2)Nc1ccc(F)cc1 (configuration not stated) reads -5% | 1% | 8% | -1% | 34 | -4 | -7%
# Cc1cc(=O)oc2cc(OCC(=O)NCc3ccccn3)ccc12 reads ? | -1% | 0% | ? | -12 | -2 | 1%
# CCOc1ccc2[nH]c(C(=O)N/N=C/c3ccc(OC)cc3)cc2c1 reads -20% | -7% | 42%[activator] | -20% | 10 | -1 | -2%
# Nc1ccn(Cc2ccc(F)cc2)n1 reads 11% | 1% | -7% | 4% | -20 | 5 | -1%
# Cc1c(C(=O)OC2CCC(C)CC2)[nH]c2c1C(=O)CCC2 (configuration not stated) reads -18% | 1% | -11% | 2% | 76* | 43* | -2%

# (list continues)
SMILES,Pf growth 48h,TbPYK inhibitor,AMA1-RON2 inh,Pf growth 96h,Shiga inhibitor,CHX counter,LmPK inh
CCOC(=O)CC1C(=O)NCCN1C(=O)c1cc2c(=O)n3ccccc3nc2s1 (configuration not stated),·,·,·,10µM*,12,25,0%
COc1ccc(CCNC(=O)COC(=O)C23CC4CC(CC(C4)C2)C3)cc1,?,3%,-6%,?,-7,-6,3%
O=C(C1=C(O)C(=O)N(c2ncccn2)C1c1cccc(Cl)c1)c1ccco1 (configuration not stated),21%,-1%,-5%,-11%,18,8,1%
CC1CCN(Cc2cc(=O)oc3cc(O)c(Cl)cc23)CC1,?,-3%,19%,-12%,-9,-1,4%
CCOC(=O)N=Nc1c(O)n(C)c2ccccc12,35%[activator],-4%,-3%,87%[activator],26,10,1%
CNC(=O)c1c(Cl)cnn1-c1ccc(F)cc1,42%[activator],-4%,4%,11%,18,15,3%
CCCCC[n+]1ccn(C2=C([O-])c3ccccc3C(=O)/C2=N\S(=O)(=O)c2ccc(Cl)cc2)c1,0%,-5%,13%,?,19,2,-11%
COc1cc(/C=C2/C(=O)NN(c3cccc(C)c3)C2=O)ccc1OC(=O)c1ccco1,12%,?,-17%,4.1µM*,12,3,1%
Cc1ccc(Cl)cc1NC(=O)COC(=O)c1ccc(N2CCCC2)c([N+](=O)[O-])c1,11%,·,·,?,-12,-9,4%
O=C(CN1C(=O)c2ccccc2S1(=O)=O)Nc1ncccn1,26%,-11%,3%,61%[activator],·,·,·
COc1ccc(N/N=C(\C#N)C(=N)SCc2ccccc2)cc1,?,-2%,60%[activator],-13%,-17,8,5%
CN(NC1OC(=O)c2ccccc21)c1c([N+](=O)[O-])cc(C(F)(F)F)cc1[N+](=O)[O-] (configuration not stated),0%,1%,5%,8%,-6,-2,4%
Cn1c(C=O)c(-c2ccc3cc[nH]c3c2)c2ccccc21,?,-8%,19%,?,·,·,·
O=C(NCCc1ccccc1)C(=O)NCC1OCCCN1S(=O)(=O)c1ccc(F)cc1 (configuration not stated),-8%,1%,1%,?,-31,-2,-2%
CCCC[C@@H]1CNC(=S)N1CCCc1cc(OC)c(OC)c(OC)c1,?,3%,7%,-6%,-8,1,3%

# Random excerpt: two entries already listed
SMILES,Pf growth 48h,TbPYK inhibitor,AMA1-RON2 inh,Pf growth 96h,Shiga inhibitor,CHX counter,LmPK inh
CCOC(=O)N=Nc1c(O)n(C)c2ccccc12,35%[activator],-4%,-3%,87%[activator],26,10,1%
CCOC(=O)CC1C(=O)NCCN1C(=O)c1cc2c(=O)n3ccccc3nc2s1 (configuration not stated),·,·,·,10µM*,12,25,0%

# Continuation.
SMILES,Pf growth 48h,TbPYK inhibitor,AMA1-RON2 inh,Pf growth 96h,Shiga inhibitor,CHX counter,LmPK inh
O=C1c2cnc3ncnn3c2CC2c3ccccc3CCN12 (configuration not stated),3%,0%,4%,6%,-13,1,0%
CCOC(=O)C1=C(Cn2cnc3ccccc32)NC(=O)NC1c1ccc(OC)cc1 (configuration not stated),·,-5%,-10%,?,-12,-2,8%
CCN(CC)c1ccc(-n2c(C)c(C(C)=O)c(C(C)=O)c2C)cc1,?,3%,-19%,?,28,-7,2%
COc1cc(NC(=O)[C@@H](NC(=O)c2ccco2)C(C)C)c(OC)cc1NC(=O)c1ccccc1,?,2%,-2%,?,15,-2,9%
O=C(CSc1ccccn1)Nc1nc2c(ccc3ccccc32)s1,10%,-8%,-4%,?,32,15,0%
CCC(=O)Nc1ccc(C(=O)NNC(=O)c2cccc(C)c2)cc1,·,12%,-2%,20%,-6,18,10%
O=C(CCN1C(=O)/C(=C/c2ccc3c(c2)OCO3)SC1=S)Nc1ccccc1,1%,-6%,-2%,?,-3,13,-2%
CCOc1ccc(Cl)cc1CSc1n[nH]c(CC)n1,?,2%,-1%,34%[activator],2,-3,4%
O=C(Oc1ccc(N(Cc2cccs2)C2=NS(=O)(=O)c3ccccc32)cc1)c1ccccc1,·,4%,-4%,-2%,-9,-2,13%
Cc1ccc(OCC(=O)NC2CCCCCC2)cc1C,30%[activator],0%,-7%,10µM*,42,25*,8%
